Bioassay records: PubChem, Broad Institute
ARNT TACC3 PPI = disruptors of ARNT/TACC3 protein interaction, primary screen, biochemical, AlphaScreen, single concentration; Transforming acidic coiled-coil-containing protein 3 (Homo sapiens), Q9Y6A5; AlphaScreen His-ARNT PAS-B/GST-TACC3 binding, luminescence; TACC3 fragment carries E629A point mutation; inhibition, % at 9.99 µM; 0.66% of 390,000 active;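 active = mean inhibition of replicates at least 50% and at least half of replicates each reaching 50%; inconclusive = half or more replicates reach 50% but mean below 50%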;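 note: 0% = complete ARNT plus TACC3 wells and 100% = ARNT alone without TACC3; many hits fall short of the cut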
EWS-Fli block = EWS/Fli-driven NR0B1 reporter inhibitors, primary screen, A673 cells, NR0B1 luciferase, luminescence, MLPCN library. viability-normalised. inhibition, % at 12.6 µM. 0.67% of 350,000 active. AID 651661, 2012;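 active = mean inhibition of at least 50% after viability correction, with every replicate also passing that limit; inconclusive = mean reaches 50% but only one of two replicates passes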;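 note: firefly luciferase signal divided by Alamar Blue viability fluorescence both relative to DMSO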
Xi reactivation = activators of inactive X chromosome reactivation, primary screen, imaging, XiGFP fibroblasts, GFP high-content imaging, set 2. activation, % at 7.58 µM. 0.055% of 360,000 active. XiGFP mouse fibroblasts, % GFP-positive cells imaging, 3 d; cells co-treated with 5-aza-dC sensitizer; scaled so ellipticine positive control = 100%;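 active = mean normalized replicate activation at least 10% and every replicate at or above 10%; inconclusive = only one of the two criteria met; inactive = mean below 10% and not all replicates reach 10%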;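 note: 0% = median of on-plate neutral control wells and 100% = ellipticine 6 µM median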
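Assay system: SV40-immortalized XiGFP fibroblast cells, line 68-5-11; buffer or medium: DMEM plus 5-aza-dC sensitizer; compound: one concentration, pinned; timing: compounds 3 days, fix/stain 15 min at room temperature; benchmarks: positive control ellipticine, 6 µM final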
PAX8 reporter = inhibitors of PAX8-driven TPO luciferase reporter, primary screen, RMG-I cells, single concentration; SteadyGlo, 24 h; inhibition, % at 12.6 µM; 1.2% of 360,000 active; AID 652154, 2013;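 active = mean replicate inhibition at least 60% with every replicate also reaching 60%; inconclusive = only one of the two criteria is met; inactive = mean below 60% and not all replicates reaching 60%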;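 note: luciferase light reporting Pax8 driven TPO promoter activity; plate controls were median of neutral control wells for no effect and mitoxantrone controls for full effect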
CFTR F508del cor = F508del CFTR correction, initial screen, CFBE line, single point | AID 720511, 2013 | activity (quench increase), % at 7.58 µM | CFBE cells, YFP halide quenching; stimulated with forskolin plus potentiator P3; % fluorescence drop versus neutral controls | 0.36% of 350,000 active;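 active = mean added fluorescence quench of at least 8% versus neutral control, with both replicates also reaching 8%; inconclusive = only one of the mean or replicate conditions met; inactive = mean below 8% and not both replicates reaching 8%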;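 note: cells transiently co-express mutant CFTR-F508del with the halide-sensitive YFP; corrector assay measuring rescue of mutant channel to the surface after 24 h compound exposure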
GSIS activator = GLuc luminescence reporter in INS-1E cells, primary screen for activators of glucose-dependent secretion of insulin. 0.61% of 370,000 active. AID 743287, 2014. activation, % at 16.6 µM. INS-1E GLuc reporter insulin secretion, 2-3 h;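 active = lowest replicate activation of at least 40%, so every replicate reaches that level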;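 note: 0% = median of neutral control wells and 100% = median of IBMX positive control wells; some compounds called inactive have numbers as strong as hits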
DENV2 CPE = inhibitors of DENV2 cytopathic effect, primary screen, cell-based, plate reader, single concentration; CPE inhibition, % at 9.99 µM; DENV2-infected cells, cytopathic effect rescue; AID 651640, 2012; 1.7% of 350,000 active; in the data active = CPE inhibition above about 20%, passing the limit was not always enough; inconclusive = no clear call, values can overlap the other calls; tested in BHK-21 cells;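 note: 0% = median of neutral control wells and 100% = median of positive control wells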
ERp5 inh = inhibitors of ERp5-driven insulin aggregation, primary screen, biochemical, turbidity, absorbance 650 nm, single point. 90 min. inhibition, % at 9.99 µM. 0.05% of 350,000 active;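 active = mean replicate inhibition above about 25%, with every replicate also reaching it, limit read from the data, passing the limit was not always enough; inconclusive = only one of those two criteria met; inactive = neither criterion met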
Target sequence (Q15084 whole entry, looked up): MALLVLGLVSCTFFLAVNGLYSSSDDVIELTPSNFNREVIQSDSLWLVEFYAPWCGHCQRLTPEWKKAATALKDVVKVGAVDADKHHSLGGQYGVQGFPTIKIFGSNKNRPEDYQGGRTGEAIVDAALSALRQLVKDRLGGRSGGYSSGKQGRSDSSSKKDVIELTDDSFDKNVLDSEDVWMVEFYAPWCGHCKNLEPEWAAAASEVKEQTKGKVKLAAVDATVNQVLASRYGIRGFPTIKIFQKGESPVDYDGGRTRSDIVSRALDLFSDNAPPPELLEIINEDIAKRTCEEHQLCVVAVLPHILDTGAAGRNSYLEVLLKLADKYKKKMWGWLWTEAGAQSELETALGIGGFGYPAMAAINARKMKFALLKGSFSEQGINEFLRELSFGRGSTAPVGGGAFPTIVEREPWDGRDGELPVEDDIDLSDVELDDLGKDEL
Numbers without * were called inactive; u = inconclusive; x = not tested or not shown.

SMILES | ARNT TACC3 PPI | EWS-Fli block | Xi reactivation | PAX8 reporter | CFTR F508del cor | GSIS activator | DENV2 CPE | ERp5 inh
Cc1ccccc1-c1ccc(C2[C@H]3CNC[C@@H]2N3Cc2cncnc2)cc1 (stereo partly drawn) | x | 1 | 0.0 | x | 2.1 | 18 | 0 | -4
COc1cc(C=O)ccc1OCc1cn(CC(=O)c2ccc(O)cc2)nn1 | 7 | 3 | 0.0 | 7 | 6.0 | 0 | -6 | -2
CO[C@H]1CN(C)C(=O)c2ccc(NS(=O)(=O)c3ccc(C)cc3)cc2OC[C@@H](C)N(C(=O)NC(C)C)C[C@H]1C | x | -1 | 0.4 | x | -0.5 | -27 | x | x
COc1ccc(-c2nc3cc(C)ccn3c2NCc2ccc3c(c2)OCO3)cc1 | 23 | -8 | 0.0 | 8 | x | 4 | -3 | 3
COc1ccc(CSC2=CS(=O)(=O)c3ccccc3N2)cc1 | 26 | -3 | 0.0 | -23 | -2.9 | -15 | 2 | 3
Cc1cnc(C(=O)OCc2c(C)cc(C(C)(C)C)cc2C)cn1 | -5 | 6 | 0.0 | 6 | 3.6 | -24 | -3 | -3
O=C1NC(c2ccc(Cl)cc2)=COc2ccccc21 | -4 | -16 | 0.2 | 3 | -3.4 | x | -7 | -8
COc1ccc(C(=O)N2CCN(c3ccc(NC(=O)c4cccnc4)cc3)CC2)cc1 | -8 | 6 | 0.2 | x | 0.4 | -10 | u | 5
Cc1ccc(Cl)cc1-c1ccc(/C=N/n2cnnc2)o1 | 6 | x | 1.5 | -8 | x | 3 | x | x
CC(=O)Nc1ccc(Oc2cc(NC(C)=O)cc([N+](=O)[O-])c2)cc1 | 1 | 1 | 0.0 | -1 | 0.1 | 8 | x | -5
C[C@@H]1CN([C@H](C)CO)C(=O)c2cc(C3=CCCC3)cnc2O[C@@H]1CN(C)Cc1ccccn1 | -1 | -10 | -0.4 | -3 | 0.0 | 22 | -6 | -1
CCOc1ccc(-c2cc(CCCC(=O)NCc3ccco3)no2)cc1 | 2 | 71* | 0.0 | -1 | -0.7 | -33 | u | 10
COC(=O)c1cc2cc(Cl)ccc2nc1SC | -3 | 7 | -0.1 | -12 | -0.2 | -6 | -1 | 1
C[C@@H]1CCCCO[C@@H](CN(C)S(=O)(=O)c2cn(C)cn2)[C@@H](C)CN([C@H](C)CO)C(=O)c2cc(NS(=O)(=O)c3ccccc3)ccc2O1 | -10 | 4 | -0.2 | 14 | -0.3 | 19 | -14 | 1
C[C@H]1CCCCO[C@H](CN(C)C(=O)Nc2ccc3c(c2)OCO3)[C@@H](C)CN([C@@H](C)CO)C(=O)c2cc(NC(=O)c3ccncc3)ccc2O1 | 2 | -8 | 0.0 | x | -1.1 | -13 | 1 | -6
CN(C(=O)c1ccncc1)C1CCCN(Cc2ccccc2F)C1 (stereo not drawn) | -1 | 10 | 0.0 | -15 | 1.3 | 0 | 5 | 1
Cc1ccccc1C(=O)OC1CCN(C)CC1 | -8 | -4 | 0.1 | -8 | -3.9 | 14 | u | 7
CCCOc1ccc(F)cc1-c1cc(C(=O)Nc2ccc(F)cc2)[nH]n1 | x | -8 | -0.2 | 19 | -1.2 | x | -8 | 7
O=C(c1ccco1)N1CCN(C(=S)Nc2ccc(Br)cc2Cl)CC1 | x | 5 | 0.0 | 34 | 2.9 | -2 | 0 | 8
O=C(OC1CCCCC1)c1cc2ccccc2oc1=O | -1 | -18 | 0.2 | -85 | -2.4 | 32 | -3 | -4
CCC(=O)N(C)C[C@H]1Oc2ncc(C#Cc3ccncc3)cc2C(=O)N([C@H](C)CO)C[C@@H]1C | 1 | 6 | -0.7 | x | -0.3 | -2 | -7 | -1
CC1=C(C(=O)OCc2ccccc2)C(c2ccc3ccccc3c2)NC(=O)N1CCCC(=O)O (stereo not drawn) | -34 | 4 | 0.0 | -8 | -2.8 | 8 | 15 | 2
C[C@H](CO)N1C[C@H](C)[C@@H](CN(C)S(=O)(=O)c2ccc(F)cc2)OCCCC[C@H](C)Oc2ccc(NS(=O)(=O)c3ccccc3)cc2C1=O | 0 | -87 | 0.2 | 56 | 2.9 | -19 | 1 | 2
Cc1noc(C)c1NC(=O)Nc1ccc2c(c1)CC(=O)N([C@@H](C)CO)C[C@@H](C)[C@H](CN(C)C(=O)Nc1c(C)noc1C)O2 | -1 | -11 | -0.6 | -33 | -1.7 | 5 | -1 | -2
CCC(=O)N1C[C@@H](O)COC[C@H]2O[C@H](CC(=O)NCC3CCCCC3)CC[C@@H]21 | 3 | -5 | 0.1 | 5 | 1.5 | 15 | -4 | -4
C[C@@H]1CN([C@@H](C)CO)C(=O)c2cc(Br)cnc2O[C@@H]1CN(C)CC1CCOCC1 | -5 | -7 | 0.0 | -21 | -1.0 | 17 | 16 | 3
CCOc1ccc(S(=O)(=O)NCCC(=O)N2CCC(Cc3ccccc3)CC2)cc1 | 1 | 23 | 0.0 | 18 | 2.5 | -78 | -6 | -7
O=C(C[C@@H]1C[C@H]2c3cc(NC(=O)C4CCOCC4)ccc3O[C@H]2[C@@H](CO)O1)NCc1cccnc1 | 9 | 1 | 0.1 | 3 | -1.3 | 9 | -4 | 0
CN(C(=O)COC(=O)COc1ccc2ccccc2c1)c1ccccc1 | x | 2 | 0.4 | 12 | -1.1 | -2 | 15 | 7
CNC(=S)N/N=C/c1cc(C)n(-c2ccc(Cl)c(Cl)c2)c1C | 1 | -11 | 0.1 | 8 | x | 28 | 17 | 6

Individual results from the results shown.
In ERp5 inh, O=C(C[C@@H]1C[C@H]2c3cc(NC(=O)C4CCOCC4)ccc3O[C@H]2[C@@H](CO)O1)NCc1cccnc1 is listed with 0
In EWS-Fli block, CN(C(=O)c1ccncc1)C1CCCN(Cc2ccccc2F)C1 (stereo not drawn) is listed with 10

The results go on:
SMILES | ARNT TACC3 PPI | EWS-Fli block | Xi reactivation | PAX8 reporter | CFTR F508del cor | GSIS activator | DENV2 CPE | ERp5 inh
CCN(CC)CCCNC(=O)C1CCC(CNS(=O)(=O)c2c(C)cc(C)cc2C)CC1 (stereo not drawn) | -10 | -2 | 0.0 | 12 | 0.9 | 25 | -1 | 3
CSc1nsc(SCC(=O)Nc2ccc(C(=O)O)cc2)n1 | 10 | 7 | 0.0 | -11 | 2.5 | 13 | -6 | 4
CCOC(=O)N1CCN(c2cccc(C)c2C)CC1 | -4 | 4 | -0.1 | 70* | 2.0 | -4 | -2 | 8
O=c1cc(-c2ccccc2)oc2ccc(Cl)cc12 | -1 | -61 | 0.1 | -163 | 2.0 | 7 | 13 | -1
CCOC(=O)C1(CCOc2ccccc2)CCN(Cc2cccc(F)c2)CC1 | -11 | 18 | 0.3 | 15 | -2.2 | x | -3 | 3
C[C@@H]1CCCCO[C@@H](CN(C)Cc2ccncc2)[C@H](C)CN([C@@H](C)CO)C(=O)c2cc(NS(=O)(=O)c3ccc(F)cc3)ccc2O1 | -6 | -3 | 0.0 | -6 | 1.3 | 3 | -2 | -4
COc1ccc(C(=O)NC(=S)N2CCCCC2)cc1[N+](=O)[O-] | -6 | 18 | 0.2 | -16 | x | 17 | -1 | -2
Cc1cc(/C=C(\C#N)C(=O)Nc2ccccc2)c(C)n1-c1cccnc1 | 1 | -70 | 0.1 | -108 | -1.7 | -23 | 9 | 3
O=C(O)c1ccc2c(c1)-c1cc(C(=O)O)ccc1S2(=O)=O | 0 | 8 | 0.0 | -10 | 0.7 | 6 | -3 | 4
Cc1nnc(NC(=O)CSc2n[nH]c(-c3ccccc3C)n2)s1 | -4 | -4 | 0.0 | -17 | 0.6 | 11 | -1 | -4
O=C(CN(C(=O)CCC(=O)Nc1nccs1)c1ccc(F)cc1)NCc1ccccc1 | 1 | 0 | 0.0 | -1 | -0.8 | -11 | -2 | 0
Cc1nc2c(-c3ccc(F)cc3)c(C)nn2c(C)c1CCC(=O)N1CCN(c2ccccc2)CC1 | -12 | 7 | 0.0 | 2 | 0.2 | -7 | -5 | -5
CCOc1ccc2ccccc2c1/C=N\NC(=O)OC | x | -4 | 0.0 | 141* | -0.1 | 0 | 2 | 1
COC(=O)c1ccc(NC(=O)CSc2nncn2-c2cccnc2)cc1 | 1 | -12 | 0.4 | -7 | -0.7 | 12 | 1 | -2
NS(=O)(=O)OCc1ccc(C(F)(F)F)cc1 | -3 | 0 | 0.4 | -2 | 2.6 | 6 | 3 | -5
COC(=O)[C@]12C[C@H](CC(=O)N3CCSCC3)C(=O)N(Cc3ccccc3)C1=C[C@H](C1CCCC1)O[C@@H]2C | x | -2 | 0.1 | -3 | -4.5 | x | -5 | -9
CN(C)c1ccc(/C=N/NC(=O)c2ccc3nc[nH]c3c2)cc1 | -2 | -12 | 0.0 | -16 | 0.0 | -3 | -1 | 1
O=C(CN1CCN(S(=O)(=O)c2cc(Cl)ccc2Cl)CC1)c1ccc(O)c(O)c1 | x | 37 | 0.0 | 27 | 1.1 | x | 0 | 5
COc1ccc(NCc2nc3ccccc3n2CCOc2ccc(C)cc2)cc1 | 3 | -27 | 0.1 | 35 | 0.4 | -29 | x | 22
COc1ccccc1/C=C/C(=O)Oc1cccc2cccnc12 | 29 | 6 | 0.1 | 9 | -5.7 | 0 | -6 | -1
Cc1ccc(S(=O)(=O)NCC2CCC(C(=O)O)CC2)cc1 (stereo not drawn) | -33 | -3 | x | x | 0.6 | x | 1 | -3
CC(C)NC(=O)N(C)C[C@@H]1OCCCC[C@H](C)Oc2ccc(NC(=O)NC3CCCCC3)cc2C(=O)N([C@H](C)CO)C[C@@H]1C | -5 | -2 | -0.1 | -2 | -1.0 | -11 | -7 | 0
CN1C(=O)c2cc(NC(=O)c3cscn3)ccc2OC[C@H]2O[C@@H](CC(=O)N3CCCCC3)CC[C@@H]21 | -6 | -7 | 0.0 | -2 | 0.1 | 4 | -3 | 17
Cc1cc2c(cc1S(=O)(=O)N(C)C1CCCCC1)OCC(=O)N2 | 1 | 8 | 0.0 | 15 | 0.3 | 14 | -1 | -4
Cc1cc2nnc(SCC(=O)Nc3cc(S(=O)(=O)N4CCOCC4)ccc3Cl)n2c2ccccc12 | 29 | x | 0.0 | 8 | x | -21 | x | x
C[C@@H](C[C@@H](O)[C@H](O)C(C)(C)O)[C@@H]1CC[C@]2(C)C3=CC[C@H]4C(C)(C)C(=O)CC[C@]4(C)[C@H]3CC[C@@]12C | -3 | 43 | 0.1 | 46 | 2.0 | 10 | 16 | 9
CSc1sc(C(=O)N(C)C)cc1S(=O)(=O)C(C)C | 2 | 2 | 0.0 | 5 | 2.5 | 19 | 15 | -3
Cn1ncc(Cl)c1C(=O)N1CCC(Cc2ccccc2)CC1 | 6 | 21 | 0.6 | 11 | 0.6 | -6 | -2 | -2
Cc1cc(C)cc(NC(=O)CCCCCN2C(=O)[C@@H]3Cc4ccccc4CN3C2=O)c1 | -5 | 2 | 1.3 | 0 | 2.4 | -14 | u | -3
CCOc1ccc(N(CC(=O)Nc2ccc(C)c(C)c2)S(C)(=O)=O)cc1 | 0 | -118 | 0.0 | -114 | -2.7 | -26 | -6 | 1

Compounds as they come; overall some 4.2% were active at least once.
